# Screening data as filed in PubChem.
# TAG inh: reduces triacylglycerol accumulation in H9c2 cells; inhibition, % at 12.5 µM; 230,000 compounds, 0.66% hits; Nile Red lipid (TAG) fluorescence; cells loaded with 200 µM oleic acid;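 active = pattern-corrected inhibition of lipid staining of at least 50% with the nuclear-stain viability signal not falling by more than 50%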;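 also: 0% = DMSO wells and 100% = triacsin C control wells; some results filed as inactive read as strong as hits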
# TAG inh DAPI viability: further read-out of TAG inh, marked with its call; DAPI nuclei signal change (viability), lower = more cytotoxic, %;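 whole-well DAPI fluorescence read on a plate reader as a viability signal; minus 50 percent equals half of cells still viable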
# The depositor's hits bear a star; & = joins results of further samples. The list is partial. The share of hits here may be higher or lower than overall.
# Below each SMILES – TAG inh	TAG inh DAPI viability
O=C(CCc1ccccc1)NNC(=O)Nc1ccccc1
    -5.1	-1.2
Cc1ccc(C)n1NC(=O)c1ccco1
    5.9	-2.0
CC(C)OC1(c2ccccc2)OC(=O)c2ccccc21 (configuration not stated)
    -11.0	0.0
Cc1ccc(C(C)C)cc2c(C)ccc1-2
    39.6	-4.2
Cc1ccc2c(C)[nH]c(=O)cc2c1
    -15.8	7.6
Cc1ccc(NC(=O)CCN2C(=O)C3C4CCC(C4)C3C2=O)cc1Cl (configuration not stated)
    17.1	-4.4
O=C(C1CCC1)N1CCN(Cc2ccccc2)CC1
    11.7	-9.8
Cc1ccc(-n2cc(CN3CCN(C(=O)c4ncn[nH]4)CC3)c(-c3ccc(F)cc3)n2)cc1
    -9.7	4.7
COc1ccc(CNC(=O)COC(=O)CCc2nc3ccccc3c(=O)[nH]2)cc1
    -2.1	5.5
O=C(NCc1cccc(F)c1)C1CCC(=O)N(CC2CCCCC2)C1 (configuration not stated)
    5.8	0.9
CC1CCc2onc(C(=O)NCc3ccco3)c2C1 (configuration not stated)
    -2.5	5.6
Cc1ccccc1S(=O)(=O)NC(=O)C1(C)CCN1C(=O)CC(c1ccccc1)c1ccccc1 (configuration not stated)
    9.5	-7.9
COc1ccc(C(=O)Nc2ccc3c(c2)OCCO3)cc1Br
    2.3	3.4
CN(C(=O)c1coc(=O)c2ccccc12)c1ccc(F)cc1
    11.6	-9.0
Cc1ccc(-n2nc3c(c2NC(=O)c2ccco2)CS(=O)(=O)C3)cc1C
    0.5	6.8
O=C(NC(=S)Nc1ccccc1Br)c1ccc2c(c1)OCO2
    -1.9	-4.8
CCC1(c2ccccc2)NC(=O)N(CC(=O)NNC(=O)c2ccoc2C)C1=O (configuration not stated)
    -11.8	-0.4
N#Cc1cccnc1N1CCN(C(=O)c2cccc3c2C(=O)c2ccc(Cl)cc2S3(=O)=O)CC1
    -10.8	0.9
Cc1ccc(Cl)cc1N1CCN(C(=O)C2CCN(S(=O)(=O)c3c(C)nn(C)c3C)CC2)CC1
    15.7	-4.1
O=C(CNC(=O)N1CC(=O)Nc2ccccc21)NCCCc1ccccc1
    -2.9	1.8
COc1cccc(CN2C(=O)[C@H]3Cc4c([nH]c5ccccc45)C(C)(C)N3C2=O)c1
    0.1	5.0
O=C(Nc1ccc2c(c1)OCO2)c1cc(C2CCCCN2C(=O)OCCF)on1 (configuration not stated)
    -3.1	-1.6
O=C(COc1ccccc1)NCC(c1ccco1)N1CCN(c2ccccc2)CC1 (configuration not stated)
    -12.5	15.2
CCOc1ccc(CNc2ccc3c(c2)ncn3C)cc1
    -11.2	7.2
CCc1nc2ccccc2c(C(=O)OCC(=O)Nc2cccc(S(=O)(=O)NC3=NCCCCC3)c2)c1C
    -19.0	2.0
COc1ccc(NC(=O)OC(C)C)cc1
    -0.9	3.5
COc1ccc(S(=O)(=O)N2CCN(C(=O)NCc3ccccc3)CC2)cc1
    -30.5	7.0
COc1ccc(NC(=O)COC(=O)CCOc2ccccc2C)cc1Cl
    -7.9	-3.3
Cc1cccc(NC(=O)c2cccc(S(=O)(=O)N(C)c3ccccc3)c2)n1
    11.3	2.4
Cc1cc(N2CCN(C)CC2)nc2ccc(NC(=S)NCCCN3CCN(C)CC3)cc12
    4.2	13.6

# Filtered by structure, the compounds so far containing bromine
# Below each SMILES – TAG inh	TAG inh DAPI viability
COc1ccc(C(=O)Nc2ccc3c(c2)OCCO3)cc1Br
    2.3	3.4
O=C(NC(=S)Nc1ccccc1Br)c1ccc2c(c1)OCO2
    -1.9	-4.8

# Continued.
# Below each SMILES – TAG inh	TAG inh DAPI viability
CCCNC(=O)NC1CCCCCCC1
    2.9	-6.1
Cc1sc2c(c1C)c(=O)n(-c1ccc(F)cc1)c(=O)n2CC(=O)NCc1ccco1
    -11.0	3.8
N#CC1=C(N)N(c2ccccc2)C(c2ccccc2)C1(C#N)C#N (configuration not stated)
    -15.4	10.8
CCOc1ccccc1CN1CCN(Cc2cc3ccccc3[nH]2)CC1CCO (configuration not stated)
    4.0	19.3
COC(=O)c1ccc(CSc2nnc(CNC(=O)c3cccs3)o2)o1
    17.6	-0.9
Oc1cccc(/C=N\Nc2nncc(-c3ccccc3)n2)c1
    -4.8	3.9
CC(/C=C/c1ccccc1)=N\NC(=O)CNC(=O)c1ccccc1Cl
    0.5	-1.8
CC1(C)CC(=O)C=C(Nc2ccccc2NC(=O)c2cnccn2)C1
    -24.0	-1.8
COc1ccccc1CNC(=O)CCC(=O)N1CCOc2ccc(C)cc21
    13.6	-10.0
COc1ccc(C2=NS(=O)(=O)N(C)C(C(=O)N3CCCCC3)=C2)cc1
    -11.1	-5.9
CC(C)C[C@@H](CN(N=O)[C@@H](Cc1ccccc1)CN(C)N=O)N(CCc1ccccc1)N=O
    4.4	-4.8
CCN1C(=O)CS/C1=N\S(=O)(=O)c1ccc(C)cc1
    -13.3	1.5
O=C(C1CCN(S(=O)(=O)N2CCOCC2)CC1)N1CCN(c2ccccc2)CC1
    5.7	-4.2
CCc1ccc(S(=O)(=O)Nc2cc(SCC(=O)O)c(O)c3ccccc23)cc1
    6.0	11.3
CCn1nc(C(=O)NCCc2ccc(S(N)(=O)=O)cc2)c2ccccc2c1=O
    7.8	16.7
Cc1ccccc1NC(=O)Cc1nc(COC(=O)c2ccc(S(C)(=O)=O)c([N+](=O)[O-])c2)cs1
    4.1	-9.6
O=C(OCC(=O)N1CCN(c2ccc(F)cc2)CC1)c1cnc2ccccc2n1
    -21.7	-1.2
CCCCOc1ccccc1N1CCN(CCCN2C(=O)C3CCCN3C2=O)CC1 (configuration not stated)
    9.9	-12.1
COC(=O)C(Cc1csc2ccc(Cl)cc12)NC(=O)c1ccc(Cl)cc1 (configuration not stated)
    -1.9	7.2
O=C(N[C@@H](CO)C(=O)NCc1ccccc1)c1ccc(C(F)(F)F)cc1
    11.8	1.3
COCC(=O)Nc1ccc2c(c1)[C@@H]1C[C@H](CC(=O)OC)O[C@@H](CO)[C@@H]1O2
    -2.0	5.8
Cc1ccc2[nH]c3nc(N/N=C/c4cccc(O)c4)nnc3c2c1
    -2.0	6.3
COc1cccc(-c2cnc3c(NC=O)cc(-c4ccc(N5CCN(C)CC5)cc4)cn23)c1
    14.4	18.1
O=C(c1cccnc1)N1CCN(Cc2ccc3c(c2)OCO3)CC1
    -2.1	-7.3
COc1ccc(-c2nc(C#N)c(NC(C)c3ccccc3)o2)cc1OC (configuration not stated)
    5.2	14.4
O=c1[nH]c(N2CCOCC2)nc2c1CCCC2
    -7.0	2.7
O=C(O)CC/C(=N\Nc1ccc(S(=O)(=O)N2CCOCC2)cc1[N+](=O)[O-])c1cccs1
    7.5	-11.4
Cc1ccc(S(=O)(=O)Nc2c(C)n(C)n(-c3ccccc3)c2=O)cc1C(=O)OC(C)C(=O)c1ccccc1 (configuration not stated)
    -13.3	0.7
CCOc1ccc(Oc2nc(Nc3ccc(C)cc3)nc(N(C)C)n2)nn1
    8.1	-2.5
Cn1cc([N+](=O)[O-])c(C(=O)N/N=C/c2ccc3c(c2)OCO3)n1
    4.2	-0.8
COc1ccc(N2C(=S)N=C(Nc3ccccc3)C23CCCCC3)cc1
    -10.2	0.3
COc1ccc(OC)c(-c2nn(-c3ccccc3)cc2C(=O)NCC2CCCO2)c1 (configuration not stated)
    -11.1	-3.4
Cc1ccc(S(=O)(=O)Nc2ccc(C(=O)NCc3ccccn3)cc2)cc1
    3.0	0.5
Cc1ccc(NC(=O)CS(=O)(=O)c2c[nH]c3ccccc23)c(C)c1
    -5.0	9.5
CC(=O)n1cc([C@@H]2C=C(C(=O)Nc3ccccc3)O[C@H](OCc3ccc(CO)cc3)C2)c2ccccc21
    16.6	1.5
O=C(Nc1cccc(C(=O)N2CCCC2)c1)C1CC1
    2.8	-4.2
CC(/C=N/O)Cc1ccc2c(c1)OCO2 (configuration not stated)
    -14.4	11.0
CN(C)C(=O)c1ccc(NC(=O)c2cccc(S(=O)(=O)N3CCN(Cc4ccccc4)CC3)c2)cc1
    -24.3	-12.1
COc1ccc(OC)c(S(=O)(=O)Nc2cc3c4c(c2)CCC(=O)N4CCC3)c1
    -10.6	-1.9
Cc1nc2c(OCCOc3ccc(F)cc3)cccn2c1N(C)C(=O)CCC1CCCC1
    -3.0	3.2
Cc1ccc2c3c([nH]c2c1C)-c1nonc1CC3
    15.7	-12.6
CCCS(=O)(=O)N1CCCC(C(=O)NCCCN(C)c2ccccc2)C1 (configuration not stated)
    12.7	11.8
O=C(N/N=C/C1=Cc2ccccc2OC1)c1ccncc1
    -0.8	-6.7
O=C(CSc1nnc(CNC(=O)c2cccs2)o1)Nc1ccccc1
    -5.4	-3.2
O=C(OCC(=O)c1c[nH]c2ccccc12)c1ccc(OC(F)F)cc1
    -13.5	-8.8
c1ccc(-[n+]2nc(Nc3cccc4ccccc34)sc2-c2c3ccccc3cc3ccccc23)cc1
    106.3*	2.3*
CC(=O)c1ccc(OCCCC(=O)Nc2ccc3c(c2)OCCO3)cc1
    -2.3	-1.6
O=C(c1c(F)cccc1F)N1CCN(c2ccccc2F)CC1
    -4.7	2.6
O=C(O)COc1ccccc1/C=N/NC(=O)c1ccc(F)cc1
    4.6	-3.2
CCOC(=O)Cn1cnc2sc3c(c2c1=O)CCC3
    10.6	-9.4
Cn1cnc2c(cnn2C)c1=O
    3.7	0.9
O=C(N[C@@H](Cc1ccccc1)C(=O)N1CCN(S(=O)(=O)c2ccc(F)cc2)CC1)c1ccco1
    2.0	-2.1
OC(COc1ccccc1)CN1CCCC1 (configuration not stated)
    -5.4	-1.5
O=C(O)CC(Cc1ccccc1)C(=O)NCC12CC3CC(CC(C3)C1)C2 (configuration not stated)
    4.7	-6.3
Cc1ccc(Nc2nc(-c3ccncc3)nc3ccccc23)cc1
    17.5	7.6
O=C(/C=C/c1ccc([N+](=O)[O-])cc1)NCCOc1ccc(F)cc1
    0.9	-8.0
CC(C)(C)c1cc(C(=O)N/N=C/c2ccccn2)n[nH]1
    2.4	0.7
CCCN(CCC)S(=O)(=O)c1ccc2c(c1)CCCN2C(C)=O
    -4.4	-2.3
O=C(NN1CCOCC1)c1ccc(Br)s1
    3.5	-9.3
CC(NC(=O)C1CCCC1)c1ccc(Br)cc1 (configuration not stated)
    -7.3	4.7

# New compounds follow
# Below each SMILES – TAG inh	TAG inh DAPI viability
CCOc1ccc(C(=O)NCC(=O)NCC(c2ccccc2OC)N2CCCC2)cc1 (configuration not stated)
    11.5	-4.7
Cc1cccc(C)c1NC(=O)CNc1ccccc1
    23.0	-4.9
COc1ccc(NC(=O)C2(C)Cc3c(-c4cccc(NC(C)=O)c4)ccnc3O2)cn1 (configuration not stated)
    58.0*	-36.6*
C#CCSc1nc(=O)c2cccnc2n1-c1ccc(C)cc1
    -4.4	-1.4
Cc1ccc(C(N)=O)cc1S(=O)(=O)Nc1cccc(C)c1C
    -19.9	7.5
C[C@@H]1CN([C@@H](C)CO)C(=O)c2cc(NS(C)(=O)=O)ccc2O[C@@H]1CN(C)S(=O)(=O)c1ccccc1
    -39.0	38.5
O=C(Cc1cccc2ccccc12)Nc1cc(C(=O)O)cc(C(=O)O)c1
    1.0	-2.3
CC(C)Nc1nc(SC(C)C(=O)Nc2ccccc2)nc(N(C)C)n1 (configuration not stated)
    13.1	1.0
O=C(c1ccco1)N1CCN(c2ncnc3scc(-c4ccccc4)c23)CC1
    -14.4	7.9
C/C(=N/NC(=O)c1ccc(C)s1)c1cccc(NC(=O)c2ccoc2C)c1
    11.0	0.0
O=C(Cn1cccc1C(=O)c1ccccc1)NCCC1=CCCCC1
    -0.2	3.6
C[C@H](CO)N1C[C@H](C)[C@@H](CN(C)Cc2ccc(Cl)c(Cl)c2)OCCCC[C@H](C)Oc2ccc(NC(=O)CCC(F)(F)F)cc2C1=O
    22.7	-1.0
OCCN1CCN(C(=S)Nc2cccc(C(F)(F)F)c2)CC1
    12.4&3.6	-3.8&-5.8
CC1CC(C)CN(CCC(=O)Nc2cccc(Cl)c2)C1 (configuration not stated)
    3.3	16.8
Cc1ccc(-c2c3c(=O)n(C)c(=O)n(C)c3cn2N2CCOCC2)cc1
    13.7	-26.8
COc1ccc(-c2ccc3nnc(SCC(=O)Nc4ccc(NC(C)=O)cc4)n3n2)cc1
    9.4	0.9
Cc1cc(C)n(C(=O)/C(C#N)=N/Nc2cc(Cl)cc(Cl)c2)n1
    12.7	-27.8
Cc1ccc(OCCCC(=O)Nc2ccc(S(=O)(=O)Nc3cc(C)nc(C)n3)cc2)cc1
    0.8	0.1
Cc1ccc(OCC(=O)Nc2ccc(S(=O)(=O)Nc3onc(C)c3C)cc2)cc1
    7.6	-11.7
CC(Oc1cccc(Cl)c1)C(=O)Nc1cc(Cl)ccc1N1CCOCC1 (configuration not stated)
    -2.8	-1.2
CCCCN(C(=O)c1cc(S(=O)(=O)N2CCCCC2)ccc1Cl)c1c(N)n(CCC)c(=O)[nH]c1=O
    -3.3	-7.1
Cc1ccc(NC(=O)c2sc3ncn(CC(=O)N4CCN(c5ccccn5)CC4)c(=O)c3c2C)cc1
    -12.8	0.6
CCOc1ccc(Nc2nnc(SCc3nc4ccccc4c(=O)[nH]3)s2)cc1
    10.9	-0.5
S=c1[nH]nc(-c2ccco2)n1-c1cccc2ccccc12
    -3.9	-8.2
O=c1ccsn1Cc1ccccc1
    -8.8	-0.9
Cc1csc(SCC(=O)Nc2cc(S(=O)(=O)N(C)C)ccc2C)n1
    -19.5	3.9
COc1ccccc1/C=C/C(=O)OCC(=O)NC(=O)NC1CCCC1
    -10.0	-0.3

# Pulled by structure from the list above (two):
# Below each SMILES – TAG inh	TAG inh DAPI viability
CC(Oc1cccc(Cl)c1)C(=O)Nc1cc(Cl)ccc1N1CCOCC1 (configuration not stated)
    -2.8	-1.2
CC1CC(C)CN(CCC(=O)Nc2cccc(Cl)c2)C1 (configuration not stated)
    3.3	16.8
